Bioassay records deposited in PubChem BioAssay by several laboratories.
Spn MK inh: blocks S. pneumoniae mevalonate kinase; inhibition, % at 10 µM; AID 555; purified MK, PK/LDH-coupled NADH absorbance 340 nm; 65,000 compounds, 0.48% hits;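 active = ranked among the strongest by inhibition in the single 10 µM screen, a fixed top-ranked set picked for dose follow-up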; also: no value below 0 was filed
KRASV12 cytotoxicity: viability loss of HPDE-C7K cells – cell-based, fluorescence, HTS, primary screen (AID 431); HPDE-C7K KRASV12 cells, Alamar Blue viability, 48 h; higher % means a stronger effect; one-dose cytotoxicity, % at 10 µM; EC50 in µM for titrated hits; 63,000 compounds, 1.7% hits;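 active = compounds whose percent cytotoxicity in the single-dose primary screen, scaled between solvent and toxic-drug controls, exceeds 50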;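 also: 0% = DMSO solvent wells and 100% = doxorubicin-treated wells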
HT1080 viability: cytotoxicity in HT1080 fibrosarcoma cells, cell-based, fluorescence readout (AID 620); cytotoxicity, % at 10 µM, or EC50 in µM where a hit was titrated; 87,000 compounds, 0.42% hits; HT1080 viability, fluorescence; higher % means a stronger effect;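 also: cells exposed to compound overnight then 4 h with Alamar Blue; 0% = vehicle DMSO and 100% = killing control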
PMK inhibit: blocks S. pneumoniae phosphomevalonate kinase; purified PMK, PK/LDH-coupled NADH absorbance 340 nm; inhibition, % at 10 µM; 65,000 compounds, 0.49% hits; AID 539;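 active = top-ranked compounds by inhibition in the single 10 µM screen, taking a fixed number of the strongest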;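 also: 0% = full reaction with DMSO carrier and 100% = background rate without enzyme reaction; no value below 0 was filed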
Spn DPM-DC inh: inhibitors of Streptococcus pneumoniae diphosphomevalonate decarboxylase; purified DPM-DC, PK/LDH coupled NADH fluorescence; calls only at 10 µM; 65,000 compounds, 0.49% hits; AID 556;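 active = the 320 compounds with the highest percent inhibition in the single-dose primary screen, excluding strongly autofluorescent ones, cut at about 32% in these data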;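 also: kinetic rate of NADH fluorescence loss reporting ADP formed by the decarboxylase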
HPDE-C7 viability: HPDE-C7 pancreatic duct cell viability loss – fluorescence, HTS (AID 430). 63,000 compounds, 1.8% hits. one-dose cytotoxicity, % at 10 µM; EC50 in µM for titrated hits. HPDE-C7 pancreatic duct cells viability, fluorescence; higher % means a stronger effect;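 also: cells exposed to compound for 48 hours before viability readout; 0% = vehicle and 100% = reference cytotoxic drug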
Bfl-1 displacement: displacement of Bid BH3 peptide from Bfl-1 – biochemical, fluorescence polarization, FITC-Bid, mouse, primary screen (AID 432); FITC-Bid BH3 peptide fluorescence polarization displacement; higher % means a stronger effect; one-dose displacement, % at 20 µM; IC50 in µM for titrated hits; 64,000 compounds, 0.02% hits; in the data active = a potency from the dose series; inactive = the rest, 99 in 100 with displacement below about 15%; also: strong numbers were not always called active
Alkaline phosphatase: inhibition of tissue-nonspecific alkaline phosphatase – biochemical, luminescent (AID 518) | purified TNAP enzyme, luminescent substrate readout; higher % means a stronger effect | inhibition, % at 20 µM; hits with a dose series show IC50 in µM | 64,000 compounds, 0.09% hits; in the data active = a potency from the dose series; inactive = the rest, 99 in 100 with inhibition below about 22%;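 also: plate controls were vehicle for no effect and reference inhibitor for full effect; many of its hits are not listed in these tables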
LYP inhibition: inhibition of human PTPN22 tyrosine phosphatase – biochemical, DiFMUP fluorescence, recombinant catalytic domain, 10 µM, primary screen (AID 606) | recombinant LYP catalytic domain, DiFMUP fluorescence; higher % means a stronger effect | inhibition, % at 10 µM, or IC50 in µM where a hit was titrated | 52,000 tested, under 10 active;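 active = IC50 under 40 µM in the dose-response test; inactive = IC50 of 40 µM or more, or never dose-tested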
PMK inhibit pilot replicates: recorded beside PMK inhibit, whose call it bears; inhibition, %; measured here: pilot screen replicates
Spn MK inh pilot replicates: second read-out of Spn MK inh, no call of its own (marks repeat the call); inhibition, %; measured here: pilot screen replicates
Spn DPM-DC inh pilot screen %: further read-out of Spn DPM-DC inh, marked with its call; inhibition, %; measured here: pilot screen trials
The depositor's hits bear a star; i = inactive; / = no result given. Rule as the data show it, unless noted: active = cytotoxicity above about 50%; inactive = the rest.

SMILES	Spn MK inh	KRASV12 cytotoxicity	HT1080 viability	PMK inhibit	Spn DPM-DC inh	HPDE-C7 viability	Bfl-1 displacement	Alkaline phosphatase	LYP inhibition	others
CC(=O)NC(Cc1cnc[nH]1)C(=O)O (stereo not given)	0	-5%	7%	0	i	-5%	-4%	7%	4%
C/C(=C\c1ccco1)C1C(C#N)=C(N)OC2=C1C(=O)CC(C)(C)C2 (stereo not given)	12	2%	0%	19	i	-2%	-1%	12%	8%	PMK inhibit pilot replicates=3.5;Spn MK inh pilot replicates=0.0;Spn DPM-DC inh pilot screen %=2.0
O=C(CCN1C(=O)C2C3C=CC(C3)C2C1=O)N1CCN(c2ccc(F)cc2)CC1 (stereo not given)	4	-9%	1%	7	i	-4%	-2%	5%	15%
CCOc1cccc(NC(=O)C(Cc2cccs2)c2nn[nH]n2)c1 (stereo not given)	0	2%	-2%	17	i	1%	-13%	4%	-2%
COc1[nH]c(/N=C/c2ccccc2)c(C#N)c1C#N	7	-2%	-3%	10	i	3%	17%	8%	6%
COc1ccc(CNC(=O)C2CCCN(S(=O)(=O)c3c(C)nn(C)c3C)C2)cc1 (stereo not given)	7	2%	6%	0	i	-14%	3%	11%	8%
CCN(CC)S(=O)(=O)c1ccc(F)cc1	5	0%	-3%	2	i	-8%	1%	20%	3%	PMK inhibit pilot replicates=1.0;Spn MK inh pilot replicates=2.5;Spn DPM-DC inh pilot screen %=1.0
CCS(=O)(=O)NCCc1csc(-c2cccnc2)n1	2	-4%	8%	1	i	-14%	-6%	5%	18%
CC(C)CN1C(=O)NC(NC(=O)c2cccnc2)(C(F)(F)F)C1=O (stereo not given)	10	-8%	7%	0	i	-14%	3%	4%	/
CCOC(=O)CSc1nc2ccccc2c(=O)n1CC1CCCO1 (stereo not given)	0	/	14%	11	i	/	-8%	2%	2%
CN1CC(=O)N(CC(=O)Nc2ccc(N(C)C)cc2)c2ccccc2C1=O	2	-14%	2%	5	i	-13%	-5%	1%	7%
COc1ccc(S(=O)(=O)N(CC(=O)N2CCN(c3ccccc3OC)CC2)c2ccccc2)cc1	8	-1%	0%	10	i	-16%	-10%	21%	10%	PMK inhibit pilot replicates=3.0;Spn MK inh pilot replicates=0.0;Spn DPM-DC inh pilot screen %=5.0
CC(C)CCn1nc(C(=O)OC(C)C(=O)NC(N)=O)c2ccccc2c1=O (stereo not given)	0	-1%	4%	14	i	-14%	0%	6%	/
OCC(CO)(CO)n1cnnn1	11	-18%	27%	5	i	-8%	-6%	10%	9%
NC(=O)NC1CCCc2c1[nH]c1ccc(Cl)cc21 (stereo not given)	10	23%	-7%	14	i	32%	5%	4%	-1%
CCOC(=O)C1=C(C)N=C2SCCC(=O)N2C1c1sccc1C (stereo not given)	3	8%	-7%	6	i	10%	-4%	10%	13%
Cn1c(-n2c(-c3ccco3)nc3ccccc3c2=O)nc2ccccc21	0	19%	29%	2	i	-7%	3%	15%	2%	PMK inhibit pilot replicates=1.5;Spn MK inh pilot replicates=0.0;Spn DPM-DC inh pilot screen %=0.0
O=C1c2ccccc2C(=O)N1CCc1nc2ccccc2c(=O)n1-c1ccccn1	8	-14%	-6%	3	i	-13%	-5%	7%	8%
O=C(c1ccco1)N1CCN(C(c2ccccc2Cl)c2nnnn2CC2CCCO2)CC1 (stereo not given)	2	-15%	-10%	3	i	-15%	-12%	6%	-2%
Cc1c(NC(=O)Nc2ccccc2Cl)sc(=S)n1C	6	-3%	-2%	0	i	-6%	1%	5%	3%
CN(C)C(=O)CSc1nnc(CCN)o1	2	-16%	-7%	9	i	-12%	-7%	3%	4%
CCN(CC)S(=O)(=O)c1ccc(NC(=O)CSc2nnc(-c3ccc(F)cc3)o2)cc1	2	0%	3%	11	i	-8%	-2%	13%	/
COCC(=O)N(Cc1cc2cc(OC)ccc2[nH]c1=O)c1ccccc1OC	8	-4%	2%	0	i	-1%	-6%	12%	6%
C=CCn1c(=O)c(C(=O)Nc2ccccc2C(=O)OCC)c(O)c2ccccc21	7	-9%	-7%	9	i	-12%	1%	17%	3%	PMK inhibit pilot replicates=3.5;Spn MK inh pilot replicates=0.0;Spn DPM-DC inh pilot screen %=0.0
O=C(Cn1cc2c(n1)CCCC2)N1CCc2ccccc21	6	-8%	/	16	i	-5%	1%	0%	-2%
Cn1c(=O)c2c(nc(Sc3nc4ccccc4n3CC(=O)N3CCCCC3)n2C)n(C)c1=O	8	5%	-17%	6	i	-4%	4%	2%	6%
Cc1cccc(OCC(=O)Nc2ccc(N3CCN(S(C)(=O)=O)CC3)cc2)c1	8	7%	1%	11	i	6%	3%	5%	/
CCN(CC)CC(=O)c1c[nH]c2ccccc12	12	-10%	4%	0	i	-7%	0%	6%	-5%
CCCc1nc(SC2CCCC2)c2c(=O)n(C)c(=O)n(C)c2n1	3	-10%	-7%	1	i	-24%	-6%	-2%	-1%
O=C(CSc1nnc2c(n1)[nH]c1ccc(F)cc12)OCc1ccccc1	0	0%	0%	4	i	-4%	-5%	6%	6%
CCC(=O)N1CCN(c2cc(C)ccc2C)CC1	6	7%	-5%	17	i	3%	-2%	6%	-17%
COc1ccc(NC(=O)C2CC(=O)N(c3cc(C)ccc3C)C2)cc1 (stereo not given)	18	-9%	-1%	0	i	-5%	-3%	4%	-2%
O=C(c1cccc(S(=O)(=O)N2CCCC2)c1)c1nnc(-c2ccncc2)o1	9	1%	-3%	15	i	-9%	-5%	7%	14%
CCOC(=O)Cn1c(CN(Cc2ccccc2)Cc2ccccc2)nc2c1c(=O)n(C)c(=O)n2C	6	14%	-6%	9	i	7%	-4%	12%	7%
Cc1ccnc(NS(=O)(=O)c2ccccc2)n1	5	-33%	2%	10	i	-18%	-3%	6%	/
Cc1ccc2nsnc2c1S(=O)(=O)Nc1cccc2nsnc12	8	-29%	-6%	12	i	-12%	2%	8%	/
O=c1c2ccccc2nnn1CSc1nc2cc(Cl)ccc2c(=O)n1Cc1ccco1	0	6%	4%	7	i	-4%	-3%	13%	6%	PMK inhibit pilot replicates=2.0;Spn MK inh pilot replicates=2.0;Spn DPM-DC inh pilot screen %=2.0
O=C(Nc1ccccc1F)c1ccc(S(=O)(=O)NCC2CCCO2)cc1 (stereo not given)	12	4%	19%	13	i	-1%	-8%	8%	3%
CCOc1ccc(N(CC(=O)NCc2cccc(OC)c2)S(=O)(=O)c2c(C)noc2C)cc1	6	3%	-14%	19	i	-13%	-6%	14%	8%	PMK inhibit pilot replicates=6.5;Spn MK inh pilot replicates=2.0;Spn DPM-DC inh pilot screen %=2.0
CC(C)NC(=O)C1CCN(C(=O)C(C(=O)c2ccccc2)n2cc(Cl)ccc2=O)CC1 (stereo not given)	0	-16%	-6%	8	i	-7%	2%	-1%	/
Nc1nc(CSCc2ccccc2)nc(N2CCOCC2)n1	0	7%	-2%	17	i	-5%	4%	13%	-2%	PMK inhibit pilot replicates=2.0;Spn MK inh pilot replicates=0.0;Spn DPM-DC inh pilot screen %=0.0
CCOC(=O)CCCc1sc(N)nc1-c1[nH]c(=O)[nH]c1C	8	8%	-7%	9	i	-11%	0%	12%	19%
Cc1ccc(C(C(=O)NCCc2ccccc2)N(C(=O)c2csnn2)C2CC2)o1 (stereo not given)	7	-5%	0%	9	i	-12%	-10%	10%	6%
O=C(COc1ccccc1F)Nc1ccc(S(=O)(=O)NCc2ccco2)cc1	0	4%	-9%	12	i	3%	4%	14%	/
COc1ccc(-n2c(SCC#N)nc3ccccc3c2=O)cc1	3	-2%	4%	2	i	-20%	4%	8%	-6%	PMK inhibit pilot replicates=0.0;Spn MK inh pilot replicates=2.0;Spn DPM-DC inh pilot screen %=0.0
O/N=C1/CCCCc2sccc21	8	-24%	-2%	5	i	-14%	4%	9%	/
Cc1ccc(S(=O)(=O)/C(C#N)=C/c2c(N3CCN(C)CC3)nc3ccccn3c2=O)cc1	4	0%	6%	13	i	4%	2%	9%	6%
CCOc1ccc(N(CC(=O)NCC2CCCO2)S(=O)(=O)c2ccc(OC)c(OC)c2)cc1 (stereo not given)	8	2%	-6%	0	i	-12%	0%	-2%	9%	PMK inhibit pilot replicates=1.0;Spn MK inh pilot replicates=1.0;Spn DPM-DC inh pilot screen %=0.0
Cc1nc2ccccc2c(=O)n1CC(=O)N1CCOCC1	0	1%	-4%	14	i	-19%	-7%	11%	-4%	PMK inhibit pilot replicates=0.0;Spn MK inh pilot replicates=0.5;Spn DPM-DC inh pilot screen %=2.0
COc1ccc(-n2nnc3c(SCC(=O)NCc4ccco4)ncnc32)cc1	4	-3%	2%	9	i	-2%	-2%	12%	5%
COc1ccc(N2CCN(c3nc(NCCO)nc(N4CCOCC4)n3)CC2)cc1	6	0%	0%	7	i	2%	6%	12%	1%
CC(C)CCn1c(SCCc2ccccc2)nc2c1c(=O)[nH]c(=O)n2C	9	2%	-6%	4	i	21%	-4%	11%	9%
CCCS(=O)(=O)N1CCN(C(=O)c2ccc(-c3ccccc3)cc2)CC1	8	-9%	/	0	i	-4%	4%	0%	/
COc1cc(C(=O)Nc2nnc(CC(=O)N3CCOCC3)s2)cc(OC)c1OC	11	-16%	-1%	6	i	-17%	4%	8%	1%
O=S(=O)(NCc1cccs1)c1cccc(S(=O)(=O)N2CCCCC2)c1	0	-26%	-3%	6	i	-38%	-8%	7%	1%
CN1CCc2c(sc3c2C(=O)NC(c2ccc(-c4cccc(Cl)c4)o2)N3)C1 (stereo not given)	7	13%	6%	12	i	7%	33%	22%	13%
CCCS(=O)(=O)N1CCC(C(=O)N2CCN(C(=O)OCC)CC2)CC1	0	3%	0%	13	i	-5%	-3%	10%	4%
CCSc1nc(O)c(C2OC(=O)c3c2ccc(OC)c3OC)c(=O)n1CC (stereo not given)	11	-16%	18%	15	i	-18%	-1%	13%	/
COc1ccc(C(c2nnnn2Cc2ccccc2)N2CCN(c3ccccc3)CC2)cc1 (stereo not given)	15	6%	12%	13	i	1%	-1%	5%	8%
CC(C)N1C(=O)c2ccccc2C1C(=O)NC1CCCCCC1 (stereo not given)	0	-12%	0%	0	i	-20%	-8%	-3%	6%

3 compounds drawn at random from the list so far:
SMILES	Spn MK inh	KRASV12 cytotoxicity	HT1080 viability	PMK inhibit	Spn DPM-DC inh	HPDE-C7 viability	Bfl-1 displacement	Alkaline phosphatase	LYP inhibition	others
CC(C)N1C(=O)c2ccccc2C1C(=O)NC1CCCCCC1 (stereo not given)	0	-12%	0%	0	i	-20%	-8%	-3%	6%
CCOC(=O)CCCc1sc(N)nc1-c1[nH]c(=O)[nH]c1C	8	8%	-7%	9	i	-11%	0%	12%	19%
Cc1ccc(S(=O)(=O)/C(C#N)=C/c2c(N3CCN(C)CC3)nc3ccccn3c2=O)cc1	4	0%	6%	13	i	4%	2%	9%	6%

Hits appear at their usual frequency, and some 3.3% of all compounds hit somewhere here.
